Screening results: PubChem, National Center for Advancing Translational Sciences (NCATS)
CRE Fsk mod = Cell signaling CRE-BLA (Fsk stim). CHO CRE-bla reporter (cAMP response element driving beta-lactamase), forskolin EC10, beta-lactamase ratio. Potency, µM (series often up to 38.2 µM), for the others: at the highest dose activity change, negative = inhibition, hits mostly activators. 2.5% of 71,000 active. AID 662, 2007; active = well fitted activation curve with a large enough effect in the signal ratio, with a control signal flat, not every such curve was filed as active; inconclusive = small, poorly fitted or top-dose-only effect, or effect the other way, or a change in a side signal; the % refers to the signal ratio; also: potency is read from the fitted curve at half-maximal effect; % of control where 0% means no effect
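CRE-bla CHO reporter cells treated with compound titration plus EC10 NKH 477 (water-soluble forskolin), incubated 3 h at 37 °C; CCF4 loading 2 h at room temperature, 460/530 nm emission ratio read, AC50 values derived for positive or negative modulators.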
DNA Pol III inh = qHTS Assay for Inhibitors of DNA Polymerase III Holoenzyme System; reconstituted DNA polymerase III holoenzyme replication, biochemical; Potency, µM (top dose mostly 57.1 µM), for the others: at the top dose activity change, negative = inhibition; 0.25% of 71,000 active; AID 603, 2007; also: potency is read from the fitted curve at half-maximal effect; % is scaled to controls: 0 for no effect and ±100 for the full control effect
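Reconstituted *E. coli* holoenzyme (0.35 nM Pol III, 1 nM beta, 154 nM SSB, 2 nM primase) was preincubated with compound for 15 min at RT. Synthesis on 1.4 nM ssM13Gori ran 35 min, then was stopped with PicoGreen/EDTA and read as dsDNA fluorescence.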
15-hLO inh = qHTS Assay for Inhibitors of 15-hLO (15-human lipoxygenase) | Polyunsaturated fatty acid lipoxygenase ALOX15 (Homo sapiens), P16050 | purified 15hLO-1, xylenol orange hydroperoxide absorbance | Potency, µM (series often up to 57.1 µM), for inactives: at the top dose activity change, negative = inhibition, most hits filed as inhibitors | 1.4% of 74,000 active; also: potency is read from the fitted curve at half-maximal effect; % is scaled to controls: 0 for no effect and ±100 for the full control effect; nearly all actives have a fitted effect of over 55% in size
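Compounds were preincubated 15 min at room temperature with 40 nM purified human enzyme (25 mM Hepes pH 7.5, 0.01% Triton X-100); 50 uM arachidonic acid reacted 6 min. Fe-xylenol orange detection, 30 min, absorbance ratio 573/405 nm.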
BRCT inh green = qHTS Assay for Inhibitors of BRCT-Phosphoprotein Interaction (Green Fluorophore); Breast cancer type 1 susceptibility protein (Homo sapiens), P38398; BRCA1 BRCT-phosphopeptide binding, green fluorescence polarization; Potency, µM (series often up to 76.9 µM), inactives show at the top dose activity change, negative = inhibition, most hits filed as inhibitors; 0.05% of 75,000 active; AID 875, 2007;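 also: potency is read from the fitted curve at half-maximal effect; plate controls were peptide without protein for full effect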
Target sequence (P38398 whole entry, looked up): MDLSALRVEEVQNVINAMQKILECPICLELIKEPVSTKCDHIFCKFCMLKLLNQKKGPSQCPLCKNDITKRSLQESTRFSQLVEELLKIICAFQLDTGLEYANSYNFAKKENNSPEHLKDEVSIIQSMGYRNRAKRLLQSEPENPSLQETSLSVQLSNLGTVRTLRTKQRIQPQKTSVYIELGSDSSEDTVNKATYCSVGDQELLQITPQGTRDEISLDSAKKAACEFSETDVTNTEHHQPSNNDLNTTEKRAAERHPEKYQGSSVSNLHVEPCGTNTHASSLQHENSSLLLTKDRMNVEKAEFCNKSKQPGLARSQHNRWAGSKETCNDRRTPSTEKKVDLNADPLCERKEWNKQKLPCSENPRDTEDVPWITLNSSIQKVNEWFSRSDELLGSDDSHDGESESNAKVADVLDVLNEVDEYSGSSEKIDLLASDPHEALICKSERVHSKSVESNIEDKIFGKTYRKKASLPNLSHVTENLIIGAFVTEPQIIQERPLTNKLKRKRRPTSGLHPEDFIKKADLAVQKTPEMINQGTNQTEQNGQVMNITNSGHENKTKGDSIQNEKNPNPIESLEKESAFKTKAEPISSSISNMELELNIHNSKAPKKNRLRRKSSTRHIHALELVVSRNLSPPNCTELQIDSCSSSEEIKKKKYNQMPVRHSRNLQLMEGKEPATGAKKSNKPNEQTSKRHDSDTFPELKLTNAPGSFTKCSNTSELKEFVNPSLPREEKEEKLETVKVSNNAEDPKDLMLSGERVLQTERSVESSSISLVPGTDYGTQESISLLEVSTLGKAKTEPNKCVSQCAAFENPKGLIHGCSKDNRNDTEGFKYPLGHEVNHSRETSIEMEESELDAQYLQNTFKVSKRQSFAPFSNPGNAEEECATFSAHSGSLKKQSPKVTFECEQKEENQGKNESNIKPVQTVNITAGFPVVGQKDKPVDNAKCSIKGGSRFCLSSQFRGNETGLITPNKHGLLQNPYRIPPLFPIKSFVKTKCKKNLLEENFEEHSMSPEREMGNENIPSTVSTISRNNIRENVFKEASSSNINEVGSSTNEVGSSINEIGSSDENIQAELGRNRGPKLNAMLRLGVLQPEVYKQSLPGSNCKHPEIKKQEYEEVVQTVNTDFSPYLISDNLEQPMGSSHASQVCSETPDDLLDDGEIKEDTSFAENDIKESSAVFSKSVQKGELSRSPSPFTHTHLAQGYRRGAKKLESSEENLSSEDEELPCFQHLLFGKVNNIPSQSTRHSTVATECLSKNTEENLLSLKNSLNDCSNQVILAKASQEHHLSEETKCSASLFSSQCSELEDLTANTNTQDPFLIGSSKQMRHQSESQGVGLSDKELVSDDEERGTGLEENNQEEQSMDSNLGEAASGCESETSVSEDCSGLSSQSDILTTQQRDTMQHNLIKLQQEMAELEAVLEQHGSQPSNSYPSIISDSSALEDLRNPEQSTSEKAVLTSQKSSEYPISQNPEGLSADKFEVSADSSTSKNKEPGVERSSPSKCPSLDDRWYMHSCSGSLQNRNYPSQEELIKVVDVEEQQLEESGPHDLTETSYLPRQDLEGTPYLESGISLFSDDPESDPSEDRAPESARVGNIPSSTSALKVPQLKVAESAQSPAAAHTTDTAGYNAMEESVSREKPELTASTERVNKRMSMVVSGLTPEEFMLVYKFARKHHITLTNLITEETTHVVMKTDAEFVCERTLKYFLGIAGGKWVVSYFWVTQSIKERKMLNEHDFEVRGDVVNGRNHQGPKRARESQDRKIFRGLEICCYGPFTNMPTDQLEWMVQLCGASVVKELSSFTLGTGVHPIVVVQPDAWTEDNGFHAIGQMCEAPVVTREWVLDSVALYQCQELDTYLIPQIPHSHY
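Fluorescence polarization: His-tagged BRCT (~35 kDa BRCA1 C-terminus, 250 nM) bound to 100 nM fluorescein-labeled phosphorylated 10-aa BACH1 peptide, pH 7.3 phosphate buffer with DTT and Tween 20. Compounds incubated 12 min at room temperature; inhibition read as lowered polarization.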
USP2a inh = qHTS Assay for Inhibitors of Ubiquitin-specific Protease USP2a. Ubiquitin carboxyl-terminal hydrolase 2 (Homo sapiens), O75604. USP2a enzymatic assay, qHTS inhibition. Potency, µM (highest dose often 38.3 µM), inactives show at the top dose activity change, negative = inhibition, most hits filed as inhibitors. 0.1% of 60,000 active;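 also: potency is read from the fitted curve at half-maximal effect; nearly all actives have a fitted effect of over 60% in size; plate controls were DMSO for no effect and NEM full inhibition control for full effect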
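20 nM USP2 core + cpd, 30 min RT; add 20 nM Ub-PLA2/20 uM NBD C6-HPC; read Ex460/Em535 at 0 h and 2.5 h. Normalized to NEM; qHTS curve fit/classification.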
HBB splicing = qHTS Assay for Modulators of Hemoglobin Beta Chain Splicing. 0.06% of 65,000 active. Potency, µM (titrated, usually from 46.1 µM), for inactives: at the top dose activation, actives largely listed as activators. HBB splicing reporter cell assay, activation; EGFP reporter with mutant IVS2-654 intron; response scale: normalised to 500 nM splice-correcting PNA; also: potency is read from the fitted curve at half-maximal effect; 0% is about no effect
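Compounds were applied for 2 days to HeLa EGFP-654 cells, 500/well in Optimem with 2% FCS. The reporter's EGFP is disrupted by mis-splicing of beta-globin intron IVS2-654. Readout: summed well GFP fluorescence from 488 nm laser scanning; reference was 500 nM antisense […] 654 PNA.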
HADH2 inhib = qHTS Assay for Inhibitors of HADH2 (Hydroxyacyl-Coenzyme A Dehydrogenase, Type II). 3-hydroxyacyl-CoA dehydrogenase type-2 (Homo sapiens), Q99714. AID 886, 2007. recombinant HADH2, NADH fluorescence, beta-hydroxybutyryl-CoA. Potency, µM (highest dose often 57.1 µM), inactives show at the highest dose activity change, negative = inhibition, actives largely listed as inhibitors. 3.4% of 73,000 active; also: potency is read from the fitted curve at half-maximal effect; % is scaled to controls: 0 for no effect and ±100 for the full control effect; nearly all actives have a fitted effect of over 60% in size; many of its hits are not listed in these tables
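NADH fluorescence (ex 360/em 450 nm) read every 30 s for 4 min; activity taken as last-minus-first time point difference. Enzyme 20 nM, NAD+ 1 mM, beta-hydroxybutyryl-CoA 90 uM, pH 9.0 Tris buffer.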
Epigenetic mod = qHTS Assay for Epigenetic Modulators; mouse C127i GFP locus derepression, cytometry, 30 h; Potency, µM (doses to about 46.1 µM), for inactives: at the top dose GFP derepression (activation); 0.09% of 68,000 active; AID 597, 2007; also: % of control where 0% means no effect
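Read-out is the number of GFP-positive cells, scored as fluorescent objects 20 to 120 um wide, reflecting derepression of a silenced CMV-GFP reporter in murine C127i cells after 30 h compound exposure at 37 C.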
BRCT PPI red = qHTS Assay for Inhibitors of BRCT-Phosphoprotein Interaction (Red Fluorophore). Breast cancer type 1 susceptibility protein (Homo sapiens), P38398. BRCT-phosphopeptide binding, red fluorescence polarization. Potency, µM (series often up to 76.9 µM), for the others: at the highest dose activity change, negative = inhibition, most hits filed as inhibitors. 0.03% of 75,000 active. AID 892, 2007; also: % is scaled to controls: 0 for no effect and ±100 for the full control effect
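Fluorescence polarization: 100 nM His-tagged BRCA1 BRCT with 100 nM TAMRA-labelled phospho-BACH1 decapeptide, phosphate buffer pH 7.3 with 150 mM NaCl, DTT, 0.01% Tween 20; 12 min RT. Binding inhibition seen as FP decrease.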
UbGFP stabilizer = Ubiquitin-GFP Assay | Ubiquitin-GFP reporter cells, proteasome inhibition, GFP fluorescence; response scale: untreated = 0%, 10 µM MG-132 = 100% | Potency, µM (doses to about 45.9 µM), without a hit: top-dose activation (GFP accumulation), hits mostly activators | 67,000 tested, under 10 active | AID 526, 2006; active = well fitted activation curve with a large enough effect, not every such curve was filed as active; inconclusive = small, poorly fitted or top-dose-only effect, or another doubt; inactive = no such curve, though single readings can be large or run the other way; also: potency is read from the fitted curve at half-maximal effect
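Proteasome blockade was scored as a rise in GFP-expressing U2OS cells carrying a ubiquitin(G76V)-GFP construct, imaged after 4 hr compound treatment at 37 °C across a 46 uM–2.9 nM series.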
Hsp90 Hop PPI = qHTS Assay for Disrupters of an Hsp90 Co-Chaperone Interaction | AlphaScreen TPR2A-His6 binding biotin-Hsp90 C-terminal peptide | AID 595, 2007 | 0.44% of 71,000 active | Potency, µM (doses to about 57 µM), for inactives: top-dose activity change, negative = inhibition | Hsp90 C-terminal peptide / TPR2A (Hop) interaction, human; active = well fitted curve in either direction with a large enough effect; inconclusive = small, poorly fitted or top-dose-only effect, or another doubt; also: potency is read from the fitted curve at half-maximal effect; % is scaled to controls: 0 for no effect and ±100 for the full control effect; many of its hits are not listed in these tables
* hit, by the source's call; ? = inconclusive; · = not tested or not shown; [ ] = dose if it differs, or a comment. Unless noted, calls follow the shape of the dose curve; as a rule, active = well fitted curve in the direction sought with a large enough effect; inconclusive = small, poorly fitted or top-dose-only effect, or another doubt; inactive = no such curve, though single readings can be large; an effect the other way counts as inactive or inconclusive.

No.	SMILES	BRCT PPI red	UbGFP stabilizer	DNA Pol III inh	Hsp90 Hop PPI	HADH2 inhib	Epigenetic mod	HBB splicing	15-hLO inh	CRE Fsk mod	USP2a inh	BRCT inh green
1	COc1ccc(CNc2nc(-c3ccoc3)nc3ccccc23)c(OC)c1	0.1%	3%	-6%	-12%	20µM*	-3%[9.22 µM]	2.6%	-25%	?	14%	3.6%
2	Cc1ccc(CNC(=O)CCCn2c(=O)c3ccccc3n(CC(=O)NC3CCCC3)c2=O)cc1	1.3%	4%	-1%	0%	25%	-2%	-0.4%	6%	-3%	7%	-1.3%
3	COc1ccc(NC(=O)CSc2nc(O)c(Cc3ccccc3)c(=O)[nH]2)cc1	0.4%	13%	-10%	-3%	-27%	0%	0.2%	4%	-6%	6%	-2.3%
4	CC(C(=O)Nc1nc2ccccc2[nH]1)N1C(=O)C2CC=CCC2C1=O (configuration not stated)	1.8%	0%	7%	-3%	10%	0%	-3.8%	20%	2%	-6%	0.2%
5	CCOCCn1c(SCCc2ccccc2)nc2c1c(=O)[nH]c(=O)n2C	-0.9%	3%	5%	-1%	-9%	·	0.1%	3%	12%	·	-1.9%
6	CC(C)NC(=O)C1CCN(C(=O)C(C(=O)c2ccccc2)n2cc(Cl)ccc2=O)CC1 (configuration not stated)	-0.9%	5%	-6%	-3%	-6%	0%	-0.4%[57.5 µM]	?	-1%	0%	-1.3%
7	O=C(CCc1ccccc1)Nc1ncc2c(n1)CCCC2=O	-1.9%	1%	-2%	-7%	5%	0%	2.5%[0.369 µM]	4%	-6%	18%	-0.6%
8	CS(=O)(=O)c1ccc(CNC(=O)[C@@H]2C[C@H]2[C@@H](NP(=O)(c2ccccc2)c2ccccc2)c2ccccc2)cc1	-2.4%	·	0%	-5%	-6%	·	-0.7%	·	-15%	·	-2.1%
9	O=C(CCCN1C(=O)c2ccccc2C1=O)NCCCN1CCOCC1	1.1%	4%	2%	-1%	-1%	2%	0.5%	1%	-1%	-4%	0.7%
10	O=C(c1cc(C(F)(F)F)cc(C(F)(F)F)c1)N1CCC[C@@]2(CCN(c3ccncc3)C2)C1	-1.3%	-4%	-1%	-1%	1%	2%[9.22 µM]	1.8%	-2%	18%	15%	-4.1%
11	COc1ccc(CNC(=O)C2CCCN2S(=O)(=O)c2ccccc2)cc1 (configuration not stated)	-1.2%	9%[9.17 µM]	0%[11.4 µM]	-4%[11 µM]	5%[11.4 µM]	-3%	-3.5%[0.0738 µM]	-3%[11.4 µM]	?	11%[7.66 µM]	-1.3%
12	Cc1nc(C)c(C(=O)C2=C(O)C(=O)N(CCCn3ccnc3)C2c2ccc(Cl)cc2)s1 (configuration not stated)	-0.7%	1%	-4%	-8%	-10%	2%	12%[0.369 µM]	11%	-8%	5%	-0.1%
13	COc1ccc(C)cc1NC(=O)C1CCCN1S(=O)(=O)c1ccc2c(c1)CCC(=O)N2 (configuration not stated)	-1.2%	0%	1%	-24%	11%	2%	-0.5%	3%	10%	·	2.6%
14	COc1ccc2ccccc2c1C1CC(=O)N2CN(C3CCCCC3)CSC2=C1C#N (configuration not stated)	-0.3%	0%	-10%	-12%[2.3 µM]	1.6µM*	·	0.2%	?	?	·	1.4%
15	COc1cccc(OCC(=O)N(Cc2nc(-c3ccc(Cl)cc3)no2)C(C)C)c1	0.6%	-12%	-11%	-3%[2.3 µM]	-2%	·	-1.6%	-26%	-7%	·	0.0%

No.	SMILES	BRCT PPI red	UbGFP stabilizer	DNA Pol III inh	Hsp90 Hop PPI	HADH2 inhib	Epigenetic mod	HBB splicing	15-hLO inh	CRE Fsk mod	USP2a inh	BRCT inh green
16	O=C1C=C(Nc2nc(C(=O)O)cc(=O)[nH]2)c2ccccc2C1=O	0.0%[15.4 µM]	-1%[9.17 µM]	-1%[11.4 µM]	-4%[11 µM]	-3%[11.4 µM]	9%[9.22 µM]	-0.3%[9.22 µM]	2%[11.4 µM]	6%[7.6 µM]	·	-0.4%[15.4 µM]
17	O=C(C1CCCO1)N1CCc2ccccc21 (configuration not stated)	0.8%	-3%	-2%	-2%	-30%	2%	2.3%	-8%	-13%	13%	-0.6%
18	CC1=CC(=C2C(=O)c3ccccc3C2=O)C=C(C)N1C	0.8%	-4%	-10%	-4%	-5%	9%	-0.3%	-3%	10%	-2%	-2.1%
19	CS(=O)(=O)c1ccc(/C=N\NC(N)=S)cc1	-0.5%[15.4 µM]	1%[9.17 µM]	-4%[11.4 µM]	0%[11 µM]	3%[11.4 µM]	-2%[9.22 µM]	3.0%[9.22 µM]	-1%[11.4 µM]	6%[7.6 µM]	·	-3.8%[15.4 µM]
20	COc1ccccc1N1CCN(C(=O)c2cnn3cccnc23)CC1	-1.3%	1%	-2%	-1%	6%	0%	0.4%	5%	-8%	1%	-2.3%
21	COc1ccc(-c2cc(C(F)(F)F)nc(SCC(=O)N3CC(C)OC(C)C3)n2)cc1OC (configuration not stated)	-0.2%	3%	-5%	2%	?	8%	·	14%	?	16%	-7.6%
22	CSCCC(NS(=O)(=O)/C=C/c1ccccc1)C(=O)N1CCC(C)CC1 (configuration not stated)	-0.1%	8%	-7%	-7%	2%	-2%	-1.0%	-8%	-10%	13%	0.6%
23	CCn1c(=O)cc(SCC(=O)NCC2CCCO2)c2ccccc21 (configuration not stated)	-2.7%	8%	-3%	-12%	-7%	-1%	-2.8%	3%	12%	3%	0.8%
24	Cn1cccc1C(=O)N1CCC2(CC1)CN(C(=O)Nc1ccccc1)C2	-0.6%	7%	-2%	1%	-3%	2%[9.22 µM]	2.4%	4%	-6%	25%	-1.2%
25	Cc1ccc(CCC(=O)Nc2nccs2)o1	0.0%	1%[9.17 µM]	-4%[11.4 µM]	-10%[11 µM]	0%[11.4 µM]	-2%	-3.9%[0.0738 µM]	4%[11.4 µM]	?	2%[7.66 µM]	-2.5%
26	Cc1onc(-c2ccccc2Cl)c1C(=O)N1CC(C)OC(C)C1 (configuration not stated)	-1.0%	15%	-6%	0%	5%	-3%	-0.3%	3%	?	1%	-1.7%
27	O=c1[nH]c(=S)[nH]nc1Cc1ccccc1	-0.3%	2%	-6%	-5%	-11%	0%	-0.1%[57.5 µM]	-11%	-2%	11%	-0.3%
28	OC(COc1c(F)cc(Br)cc1F)CN1CCN(c2ccc(F)cc2)CC1 (configuration not stated)	-0.2%	-1%	2%	-3%	16%	0%	-1.2%	?	-13%	7%	0.4%
29	Cc1ccc(CNC(=O)CCCNS(=O)(=O)c2cccc3nonc23)cc1	-2.1%	11%	-5%	2%	-6%	2%	0.0%	5%	-8%	6%	-1.8%
30	CC1(C)Oc2ccc(C(=O)N3CCCCC3)cc2N(CC(=O)NCc2ccccc2)C1=O	0.1%	0%	-2%	-6%	5%	0%	-6.7%	1%	-5%	-6%	-1.4%
31	Cc1[nH]c2ccccc2c1CCC(N)=O	0.4%	18%[9.17 µM]	4%[11.4 µM]	-9%[11 µM]	8%[11.4 µM]	-4%	-3.5%[0.0738 µM]	4%[11.4 µM]	?	1%[7.66 µM]	-0.2%
32	Cc1c(-n2c(SCC(=O)O)nnc2-c2ccccc2Cl)c(=O)n(-c2ccccc2)n1C	-0.9%	3%	-5%	1%	7%	-2%	-0.2%[57.5 µM]	4%	-1%	4%	1.2%

Some of the compounds tested (hit frequency here may not be typical).
